Screening data from PubChem BioAssay.
TNAP act hi DEA: increases human TNAP activity under high phosphate acceptor concentration. P05186. purified TNAP, CDP-star luminescence, 1 M DEA, 30 min; stronger effect = higher value; 0 = EDTA background, 1 = DMSO-only activity. activation factor at 20 µM. 200,000 tested, under 10 active. AID 1136;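 active means activation factor at least 2 at 20 µM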
Target sequence (P05186 whole entry, looked up): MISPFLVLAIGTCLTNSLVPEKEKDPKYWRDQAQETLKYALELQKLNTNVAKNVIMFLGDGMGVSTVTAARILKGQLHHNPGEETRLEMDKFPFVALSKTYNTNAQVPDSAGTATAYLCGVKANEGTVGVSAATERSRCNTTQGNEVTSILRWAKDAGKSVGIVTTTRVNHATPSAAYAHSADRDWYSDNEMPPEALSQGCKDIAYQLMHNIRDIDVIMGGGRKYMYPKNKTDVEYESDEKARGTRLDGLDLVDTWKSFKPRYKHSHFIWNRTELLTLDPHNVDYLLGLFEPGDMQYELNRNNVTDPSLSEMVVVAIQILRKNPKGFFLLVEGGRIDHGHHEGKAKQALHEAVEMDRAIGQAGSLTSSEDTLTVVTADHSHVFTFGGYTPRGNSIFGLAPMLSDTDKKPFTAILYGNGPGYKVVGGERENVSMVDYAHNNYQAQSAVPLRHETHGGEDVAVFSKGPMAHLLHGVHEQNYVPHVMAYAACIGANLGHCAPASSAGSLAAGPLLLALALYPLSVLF
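Control set: EDTA negative control, DMSO positive control / Assay system: human TNAP / Quantity: TNAP 1/800 final / Evaluation: TNAP activation factor scaled between EDTA and DMSO control wells / Measured by: luminescent substrate turnover signal / Compound dosing: one dose, 20 µM / Times: 30 min enzyme reaction at room temperature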
TR-FRET SRC-2 ct: flags TR-FRET format artefacts in PPARgamma SRC-2 recruitment agonist screen; TR-FRET artefact counter-screen; stronger effect = higher value; TR-FRET ratio at 8 µM; hit rate 0.4% among 200,000; AID 1049; in the data active means TR-FRET ratio above about 2000; further: inactives centre near 1500
TNAP inh no acc: inhibitors of human TNAP without phosphate acceptor | P05186 | purified TNAP, CDP-star luminescence, 30 min | inhibition, % at 20 µM | hit rate 0.26% among 200,000 | AID 1012;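 active means tissue-nonspecific alkaline phosphatase inhibition above about 50% at 20 µM in the single-dose screen, limit read from the data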;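 further: 0% = DMSO negative control and 100% = EDTA positive control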
TNAP inh hiacc: inhibitors of human TNAP at high phosphate acceptor concentration; P05186; purified TNAP, CDP-star luminescence, 1 M DEA; inhibition, % at 20 µM; hit rate 0.03% among 200,000;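 active means over 50% inhibition of tissue-nonspecific alkaline phosphatase at 20 µM in the single-dose screen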;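 further: plate controls were DMSO wells for no effect and EDTA-quenched wells as full inhibition for full effect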
bIAP activator: increases bovine intestinal alkaline phosphatase activity | AID 1016 | activation factor at 20 µM | purified bovine IAP, CDP-star luminescence, 30 min; stronger effect = higher value; fold of DMSO-control signal, blank-subtracted | hit rate 0.17% among 200,000;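 active means activation factor of 2 or more at 20 µM, a signal rise over negative controls twice the positive control's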
bIAP inh: intestinal alkaline phosphatase (bovine) inhibition. 190,000 tested, under 10 active. inhibition, % at 20 µM. AID 1019. purified bovine IAP, CDP-star luminescence, 30 min;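 active means over 50% inhibition of intestinal alkaline phosphatase at 20 µM in the single-dose screen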
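Assay system – bovine IAP enzyme · Quantity – bovine IAP at 1/65,000,000 final dilution · Detection – CDP-star luminescence signal · Times – 30 min reaction at room temperature · Also added – CDP-star substrate at 30 µM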
PPARg SRC3 recr: PPARgamma-driven SRC-3 recruitment agonism. biochemical PPARgamma/SRC-3 coactivator recruitment assay. activation, % at 8 µM. hit rate 0.26% among 200,000. AID 731; in the data active means activation above about 23%;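 further: 0% = DMSO and 100% = reference agonist; some compounds past the cut are filed as inactive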
Target sequence (P37231 whole entry, looked up): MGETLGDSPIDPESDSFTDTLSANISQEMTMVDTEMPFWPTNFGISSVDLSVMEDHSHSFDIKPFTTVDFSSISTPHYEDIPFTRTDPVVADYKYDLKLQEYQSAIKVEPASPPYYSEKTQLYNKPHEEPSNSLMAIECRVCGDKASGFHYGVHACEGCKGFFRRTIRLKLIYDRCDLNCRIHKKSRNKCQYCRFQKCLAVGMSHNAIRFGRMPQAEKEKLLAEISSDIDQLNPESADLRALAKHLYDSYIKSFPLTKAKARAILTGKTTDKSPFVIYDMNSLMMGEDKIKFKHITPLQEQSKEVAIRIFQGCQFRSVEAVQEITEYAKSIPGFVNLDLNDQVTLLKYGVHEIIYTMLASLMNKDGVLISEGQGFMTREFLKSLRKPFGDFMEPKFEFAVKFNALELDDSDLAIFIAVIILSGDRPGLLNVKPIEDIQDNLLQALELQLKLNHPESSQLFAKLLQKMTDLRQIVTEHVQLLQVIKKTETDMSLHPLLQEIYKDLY
HMGR II inh: inhibitors of class II HMG-CoA reductase from Enterococcus faecalis; purified E. faecalis HMGR, NADPH absorbance 340 nm kinetic; inhibition, % at 10 µM; hit rate 0.41% among 190,000; AID 1066;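 active means inhibition above a set limit, the median over all tested compounds plus 3 SD, cut at about 9.5% in these data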;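 further: enzyme runs in reverse so mevalonate oxidation gives rising NADPH absorbance; 0% = complete reaction with DMSO and 100% = background rate lacking mevalonate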
PPARg SRC-1 ag: PPARgamma-driven SRC-1 recruitment agonism; activation, % at 8 µM; PPARgamma-SRC-1 coactivator recruitment biochemical assay; AID 631; hit rate 0.41% among 200,000; P37231; in the data active means activation above about 19%;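 further: 0% = DMSO and 100% = reference agonist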
PPARg SRC2 recr: PPARgamma-driven SRC-2 recruitment agonism; PPARgamma LBD-SRC-2 recruitment, biochemical; activation, % at 8 µM; AID 1032; hit rate 0.34% among 200,000; P37231; in the data active means activation above about 22%;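 further: 0% = vehicle and 100% = reference agonist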
Starred values were filed as active, the others as inactive; · = no result given.

SMILES	TNAP act hi DEA	TR-FRET SRC-2 ct	TNAP inh no acc	TNAP inh hiacc	bIAP activator	bIAP inh	PPARg SRC3 recr	HMGR II inh	PPARg SRC-1 ag	PPARg SRC2 recr
CC1COC2N=C(N[N+](=O)[O-])NC2O1 (stereo unspecified)	1	1646	3.7	-3.1	1.2	-17.8	1.2	-2.7	1.8	-4.6
Cc1nc2ccc(Cl)cn2c1P(=S)(N1CCOCC1)N1CCOCC1	1	1472	-8.6	-3.5	1	1.5	0.7	-0.5	-0.9	7.2
Cc1cccc(NC(=O)N2CCCC2)c1	1	1393	-5.3	-3.7	0.9	6.7	2.1	-6.2	3.0	-4.8
N#Cc1c(/N=C/c2ccc(O)cc2O)sc2c1C1CCN2CC1	0.7	1536	26.4	32.8	0.8	22.4	4.4	2.5	5.9	-0.1
COc1cccc(CN2CCN(C(=O)COc3ccc4ccccc4c3)CC2)c1	1	1385	-6.8	-3.7	1	1.8	-5.2	-6.4	-3.9	2.5
N#CC[N+]1(CCCNP2(=O)C=C(c3ccccc3)OC(c3ccccc3)=C2)CCOCC1	1	1491	0.5	-1.8	1.1	-12.6	1.0	-5.1	1.6	9.2
CC(C)OP(=O)(OC(C)C)C(O)c1cccnc1 (stereo unspecified)	1	1567	-3.4	1.9	1	2.1	-0.3	-5.8	-2.1	-2.0
O=[N+]([O-])c1cc(F)c(N2CCCC2)cc1Br	1	1562	-7.4	1.9	0.9	9.8	0.3	2.0	5.9	2.1
C=CCN1C(=O)NC(=O)/C(=C/C=C/c2ccccc2)C1=O	1	1627	2.2	-1.7	1	2.5	-2.4	-1.2	-4.1	9.2
CC(C)c1oc(=O)cc2c1[C@@H](O)[C@H]1OC(=O)[C@@]3(C)CC[C@@H](O)[C@@]2(C)C13 (stereo partly specified)	1	1641	-13.2	-3.0	1	-0.6	2.3	-2.5	6.7	12.6
CC(=O)OC1(c2ccccc2)CCN(C)C(C)C1C (stereo unspecified)	1.1	1672	-6.7	-5.4	1	3.8	11.8	-6.0	-1.1	-3.6
C[C@]12CC[C@@H](O)C[C@@H]1CC[C@@H]1[C@@H]2CC[C@]2(C)[C@@H](O)CC[C@@H]12	1	1584	-11.2	-2.7	1.7	-74.2	3.2	-8.0	6.5	-2.8
Cc1oc(-c2ccccc2Cl)nc1CN1C(=O)CN=C(c2ccccc2)c2ccccc21	1	1517	0.4	1.7	0.8	21.6	4.8	-2.6	4.5	4.1
CC1(C)CC(=O)C2=C(C1)NC(=O)C21C(C(=O)OC(C)(C)C)=C(N)Oc2ccc(Br)cc21 (stereo unspecified)	1	1569	-6.2	-4.8	1	-0.1	-0.5	-0.6	-4.7	4.7
COCc1c(CN)cnc(C)c1N	1.1	1377	-16.9	-7.3	1	3.8	-11.0	1.4	2.0	0.9
O=C(NCCN1CCCCC1)c1ccc(Cl)nc1Cl	1	1698	-7.1	-4.9	1.1	-6.6	2.2	0.0	3.5	8.0
COc1ccc(-c2cc(=Nc3cccc(C(=O)O)c3)c3cc(C)ccc3o2)cc1	0.9	1629	-8.6	6.5	1	-3.2	0.5	-2.0	11.6	2.9
CCCS(=O)(=O)N1CCC(C(=O)N2CCC3(CC2)OCCO3)CC1	1	1467	-6.8	1.1	1.1	-7.2	-6.8	-8.1	-3.6	3.1
N#CCCn1cc(C(=O)NCc2ccccc2)c(-c2ccc3c(c2)OCCO3)n1	1.1	1667	-5.7	-7.3	1	2.3	1.8	-2.6	-2.6	4.0
Cc1cc(C=O)c(C)n1C(C)C	1	1504	17.2	-4.3	1.3	-31.9	-5.0	-6.1	5.0	-2.7
COc1ccccc1N1CCN(Cc2ccc(Br)s2)CC1	1	1471	-14.4	-3.9	1.1	-6.7	-1.4	0.2	0.9	5.3
Clc1ccc(CNC2CN3CCC2CC3)cc1 (stereo unspecified)	1	1442	-6.4	2.2	0.9	9.4	0.8	-3.3	0.9	-1.0
O=c1[nH]c(O)c(C=NC2CCN(Cc3ccccc3)CC2)c(=O)[nH]1	·	1440	·	·	·	·	5.2	·	5.3	1.6
CCOc1ccccc1-n1c(O)c(C=Nc2c(C)n(C)n(-c3ccccc3)c2=O)c(=O)[nH]c1=O	1	1687	-1.6	-4.1	1.2	-16.5	8.4	0.9	2.4	7.1
CCC(=NCCCN1CCOCC1)c1c(O)n(Cc2ccccc2)c(=O)[nH]c1=O	1	1677	-12.5	-1.7	1	-1.8	6.3	-2.1	-2.9	7.9
Cc1cccc(CN2CCN(Cc3ccc(Cl)cc3)CC2)c1	1	1571	-13.9	-4.9	1	3.3	-0.9	2.6	4.9	6.1
O=P(N1CCCCC1)(N1CCCCC1)C(Cl)(Cl)Cl	1	1619	-6.0	-1.5	0.9	12.0	8.4	1.2	6.1	8.0
O=C(NC(=O)N1CCC2(CC1)OCCO2)c1ccc(Cl)cc1	1	1510	-1.6	-0.3	1.1	-8.1	6.8	3.4	7.5	-2.2
CC(Cc1ccccc1Sc1ccccc1)N(C)C (stereo unspecified)	1	1572	-10.3	-1.4	1	4.3	1.5	-3.5	4.7	-1.9
N=c1c[n+](C2CCCCC2)[n-]o1	1	1695	-15.1	-4.0	1	4.4	-0.7	-10.4	3.2	3.7

Some values from the entries so far:
`O=P(N1CCCCC1)(N1CCCCC1)C(Cl)(Cl)Cl` in HMGR II inh has 1.2
`N=c1c[n+](C2CCCCC2)[n-]o1` in HMGR II inh has -10.4

New compounds follow
SMILES	TNAP act hi DEA	TR-FRET SRC-2 ct	TNAP inh no acc	TNAP inh hiacc	bIAP activator	bIAP inh	PPARg SRC3 recr	HMGR II inh	PPARg SRC-1 ag	PPARg SRC2 recr
Cc1cc(S(=O)(=O)NC(C)C)ccc1OCC(=O)N1CCN(Cc2ccc3c(c2)OCO3)CC1	1	1594	-7.1	0.2	1	-1.2	0.9	5.4	-1.7	-2.5
C[N+](C)(C)CC(=O)Nc1ccc(Cl)cc1C(=O)c1ccccc1	1	1674	-0.1	-2.4	0.9	9.9	8.3	-2.8	-4.3	5.5
CCCCC(=O)N/N=C/c1c(O)n(CC)c(=S)n(CC)c1=O	1	1680	-13.6	-2.9	0.9	8.9	1.3	1.1	-0.8	-0.4
CC(=O)Nc1cc(C(=O)N2CCC3(CC2)OCCO3)ccc1Sc1ccc(C)cc1	1.1	1628	-11.6	-7.9	1	3.5	9.2	-0.7	9.0	-2.2
CN(C)CCCNCC(=O)Nc1ccc(Cl)cc1C(=O)c1ccccc1	1	1503	-6.7	-1.6	1	4.8	-3.2	1.3	-3.9	-7.8
COC(=O)C1=Nc2ccccc2/C1=C\c1c(O)n(-c2cc(OC)ccc2OC)c(=O)[nH]c1=O	1	1538	29.0	1.1	1	-2.2	0.8	6.5	-2.9	6.8
CC1CN=C(Nc2ccccc2)S1 (stereo unspecified)	1	1454	-2.2	-4.3	0.9	14.8	-1.7	-1.9	-2.0	-3.7
N[C@@H](Cc1cc(Br)c(O)c(Br)c1)C(=O)O	1	1378	-4.6	2.0	1	-4.0	-4.0	-5.2	6.9	-1.9
COc1ccc(CCNC(=O)COC(=O)Cc2ccccc2)cc1	1	1491	-8.6	-1.6	1.1	-5.3	3.3	-7.2	5.7	6.4
CCCCn1c(O)c(C=NCCCn2ccnc2)c(=O)[nH]c1=O	1	1268	-2.1	0.1	0.9	6.6	-15.8	-1.4	-3.1	-0.3
O=C(COC(=O)Cc1ccccc1)Nc1cc(S(=O)(=O)N2CCOCC2)ccc1N1CCCC1	1.1	1653	-0.9	-7.6	1.2	-16.2	3.7	-2.9	2.4	1.4
CCCc1nc2ccccc2c(=O)n1-c1ccc(O)cc1	1.1	1724	-9.4	-7.5	1	1.4	-0.8	5.4	6.5	5.7
CC1=C(C(=O)N2CCC3(CC2)OCCO3)C2(CCC(C)CC2)OC1=O (stereo unspecified)	1	1433	-8.4	2.8	1	1.3	1.7	-3.8	-2.3	-5.8
CN(C)c1ccc(N=Cc2c(O)n(CCC3=CCCCC3)c(=O)[nH]c2=O)cc1	1	1471	2.3	1.1	0.9	11.9	-9.7	-3.1	11.2	3.4
CCOc1ccc(Cc2c(O)[nH]c(=O)[nH]c2=O)cc1	1	1576	-7.0	1.0	0.9	6.7	-6.5	-2.4	1.7	6.4
CN1CC(C(=O)c2ccccc2)C(C(=O)c2ccccc2)C1 (stereo unspecified)	1	1351	1.6	-4.7	0.9	8.1	1.0	-1.6	-3.4	-3.1
COCCn1c(-c2ccccc2)cc(C(=O)O)c1C	·	1599	·	·	·	·	-7.0	·	2.0	3.3
CCN(CC)P(=O)(c1n(CC)cc[n+]1CC)N(CC)CC	1	1658	0.8	-3.0	1.2	-17.3	1.5	-2.6	13.1	4.9
O=C(c1sc2ccccc2c1Cl)N1CCC2(CC1)OCCO2	1	1657	-11.1	-4.7	1.1	-7.9	12.4	-7.3	4.8	8.9
Nc1c2c(nc3sc4c(c13)CCCC4)CCCC2	1	1491	-4.5	-2.8	1	-2.9	-0.1	0.4	-2.4	4.0
Cc1cccc(C)c1NC1=NCCCCS1	1	1603	-7.8	-0.6	0.9	11.7	4.8	-4.4	3.5	2.9
O=C(Nc1ccc(F)cc1F)c1cccnc1Oc1cccc(C(F)(F)F)c1	1	1611	-12.9	-4.5	1	0.1	2.2	-1.8	3.2	-4.1
Cc1ccccc1C(O)(Cc1ccccc1)C1CN2CCC1CC2 (stereo unspecified)	1.1	1460	8.2	-5.7	0.8	15.1	2.8	-1.8	-6.4	0.9
CCNC(=O)NNC(=O)C1CC(c2cccnc2)=NO1 (stereo unspecified)	1.1	1490	-3.1	-8.0	0.9	9.2	2.1	0.1	-0.8	-0.1
Cc1ccc(N)c(C(=O)c2ccccc2)c1	1	1439	1.6	-2.8	0.9	8.3	2.0	-0.7	-9.3	0.7

Some of the entries above, set out differently:
> Cc1ccccc1C(O)(Cc1ccccc1)C1CN2CCC1CC2 (stereo unspecified)
  TNAP act hi DEA = 1.1
  TR-FRET SRC-2 ct = 1460
  TNAP inh no acc = 8.2
  TNAP inh hiacc = -5.7
  bIAP activator = 0.8
  bIAP inh = 15.1
  PPARg SRC3 recr = 2.8
  HMGR II inh = -1.8
  PPARg SRC-1 ag = -6.4
  PPARg SRC2 recr = 0.9

> Cc1cccc(C)c1NC1=NCCCCS1
  TNAP act hi DEA = 1
  TR-FRET SRC-2 ct = 1603
  TNAP inh no acc = -7.8
  TNAP inh hiacc = -0.6
  bIAP activator = 0.9
  bIAP inh = 11.7
  PPARg SRC3 recr = 4.8
  HMGR II inh = -4.4
  PPARg SRC-1 ag = 3.5
  PPARg SRC2 recr = 2.9

> O=C(Nc1ccc(F)cc1F)c1cccnc1Oc1cccc(C(F)(F)F)c1
  TNAP act hi DEA = 1
  TR-FRET SRC-2 ct = 1611
  TNAP inh no acc = -12.9
  TNAP inh hiacc = -4.5
  bIAP activator = 1
  bIAP inh = 0.1
  PPARg SRC3 recr = 2.2
  HMGR II inh = -1.8
  PPARg SRC-1 ag = 3.2
  PPARg SRC2 recr = -4.1

> Nc1c2c(nc3sc4c(c13)CCCC4)CCCC2
  TNAP act hi DEA = 1
  TR-FRET SRC-2 ct = 1491
  TNAP inh no acc = -4.5
  TNAP inh hiacc = -2.8
  bIAP activator = 1
  bIAP inh = -2.9
  PPARg SRC3 recr = -0.1
  HMGR II inh = 0.4
  PPARg SRC-1 ag = -2.4
  PPARg SRC2 recr = 4.0

Some of the compounds tested, so the mix of outcomes need not match the whole.
